# Autophagy mod: modulators of autophagy. AID 463193. calls only at 10 µM (by protocol). MEF GFP-LC3 puncta imaging; test concentration mostly 10 µM. hit rate 0.98% among 190,000;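 active = percentage of spot-positive cells more than 3 SD above its plate mean, without a fluorescence outlier flag or 80% toxicity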;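 note: spot-positive cell cutoff set from DMSO-treated cells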
# MT stabilizer: stabilizes microtubules in HeLa cells | HeLa tubulin immunostaining HCS, 24 h; share of cells brighter than vehicle mean+2SD | % tubulin-high responders, % at 10 µM | hit rate 0.83% among 200,000 | AID 2205;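 active = plate Z-score above 3 for both tubulin-high and condensed-nucleus cell shares, with cell loss under 80%, at 10 µM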;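 note: anti alpha tubulin signal scored within the nucleus-defined area of each cell; some results filed as inactive read as strong as hits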
# Insulin prom up: MIN6 insulin promoter up-regulation; MIN6 insulin promoter-GFP reporter, high-content imaging; active compounds read high; z-score at 5 µM; hit rate 0.3% among 190,000; AID 1625;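 active = z-score above 3 at 5 µM with at least 500 cells counted in the well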
# Lipid droplet: hepatic lipid droplet formation modulation; AML12 mouse hepatocytes, oleate lipid droplets, BODIPY imaging; inhibition, % at 6.5 µM; hit rate 0.4% among 240,000; AID 1656;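 active = lipid droplet intensity inhibited by at least 50%, with more than 500 cells counted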
#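 material = mouse AML12 hepatocyte cell line, fixed after treatment | also added = 100 µM oleic acid challenge | doses = compound at 6.5 µM only | schedule = overnight exposure | technique = Image-based BODIPY and DAPI two-channel analysis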
# WT yeast gro inh: growth inhibition of WT yeast, mitochondrial fusion screen; mitochondrial fusion phenotypic screen, WT strain; inhibition, % at 10 µM; hit rate 2.1% among 190,000; AID 1362; in the data active = inhibition above about 58%; tested in S. cerevisiae
# West Nile antiviral: West Nile virus antiviral activity, cell-based, CPE readout (AID 1621); hit rate 0.02% among 290,000; CPE inhibition, % at 10 µM, or IC50 in µM where a hit was titrated; West Nile virus-infected cells, CPE inhibition; higher % means a stronger effect; in the data active = a potency from the dose series; note: strong numbers were not always called active
# T cell modulator: modulates CD8 T cell binding to vesicles. calls only at 7 µM. hit rate 0.068% among 330,000. AID 2052. 2C CD8+ T cell-vesicle binding, flow cytometry; active compounds read low;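 active = response, share of CD8 T cells binding vesicles, and their 90th percentile fluorescence all below set limits, cut at about 80% in these data, passing the limit was not always enough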
#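 incubation = binding step 1.5 h, 37 °C, antibody labelling 20 min, ice | test system = 2C mouse CD8+ T cells | read-out basis = percent CD8+ FL2 mean versus row control | controls = Peptide-free naked vesicles (low) and QL9 vesicles with 0.7% DMSO vehicle (high) | detection = flow cytometry of vesicle-bound cells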
# bCat nuc transl: alters nuclear translocation of beta-catenin in HeLa cells; immunofluorescence imaging; nuclear translocation activity, % at 5 µM; hit rate 0.3% among 190,000;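 active = nuclear translocation activity above 50% at 5 µM, with a well cell count of 50 or more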;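 note: per-cell ratio of nuclear to cytoplasmic median beta-catenin stain intensity; plate controls were DMSO negative control for no effect and GSK-3 inhibitor IX positive control for full effect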
#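 Test system: human HeLa cells, endogenous beta-catenin. Times: 24 h compound exposure, 37°C. Measured by: beta-catenin immunofluorescence imaging with DAPI.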
# Myeloid diff 2: myeloid differentiation induction; ER-HoxA9 myeloid progenitors, lysozyme-GFP differentiation, flow cytometry; AID 624256; calls only at 10 µM; hit rate 1% among 360,000;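 active = normalized GFP-positive differentiation at or above the plate's own cutoff, the solvent-only control mean plus 3 SD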;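 note: cells exposed to compound for four days before flow analysis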
# WT yeast gro inh mutant strain: also measured in WT yeast gro inh; calls as there; inhibition, %; mitochondrial fusion phenotypic screen, mutant strain inhibition
# Insulin prom up cell count: also measured in Insulin prom up; calls as there; cell count; measured here: cytotoxicity, nuclei count;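 total cells summed across four imaged fields per well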
# Lipid droplet cells 6.5 µM: recorded beside Lipid droplet, whose call it bears; cell count; measured here: cell count, cytotoxicity flag;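 cells counted across two imaged fields per well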
# bCat nuc transl cell count 5 µM: second read-out of bCat nuc transl, no call of its own (marks repeat the call); cell count; measured here: cell count, cytotoxicity flag
# T cell modulator vesicle-bound %: also measured in T cell modulator; calls as there; double positive events, %; measured here: CD8+ vesicle-bound cell fraction;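 binding gate set so that unloaded-vesicle control wells show 10% double positive cells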
# MT stabilizer Hoechst-high %: second read-out of MT stabilizer, no call of its own (marks repeat the call); % Hoechst-high responders; measured here: nuclear condensation Hoechst responders;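 share of cells brighter than vehicle mean plus two SD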
# MT stabilizer cytotoxicity %: recorded beside MT stabilizer, whose call it bears; toxicity, %; measured here: cytotoxicity by cell density;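 0% = mean cell density of plate MIN control wells and 100% = no cells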
# Autophagy mod cell loss 18 h: further read-out of Autophagy mod, marked with its call; toxicity, %; measured here: cell loss, nuclei count;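 cell loss after 18 h compound exposure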
# Myeloid diff 2 GFP+ MAC1+ %: further read-out of Myeloid diff 2, marked with its call; GFP+ MAC1+ double positive, %; measured here: differentiation confirmed by MAC1 staining
# * hit, by the source's call; i = inactive; . = no result given.
SMILES,Autophagy mod,Autophagy mod cell loss 18 h,MT stabilizer,MT stabilizer Hoechst-high %,MT stabilizer cytotoxicity %,Insulin prom up,Insulin prom up cell count,Lipid droplet,Lipid droplet cells 6.5 µM,WT yeast gro inh,WT yeast gro inh mutant strain,West Nile antiviral,T cell modulator,T cell modulator vesicle-bound %,bCat nuc transl,bCat nuc transl cell count 5 µM,Myeloid diff 2,Myeloid diff 2 GFP+ MAC1+ %
O=[N+]([O-])c1ccc(Cl)cc1CNc1ccc(F)c(F)c1,i,2,2.7,1.3,10,-0.11,1275,-8,613,9,-8,-0.2%,i,31,-0.6,879,i,0.7
COc1ccccc1CN1CC(C(=O)N(C)Cc2ccc(C)o2)CCC1=O (stereo not drawn),.,.,.,.,.,.,.,-3,764,.,.,-0.7%,i,64,.,.,i,0.4
COc1cc(CNCc2ccccc2)ccc1OCC(O)c1ccccc1 (stereo not drawn),.,.,.,.,.,.,.,10,798,.,.,0.1%,i,23,.,.,i,0.6
CC(C)C(=O)Nc1cc(S(=O)(=O)Nc2cccc(Cl)c2)ccc1Cl,i,5,2.9,2.5,4.0,1.1,1487,-25,597,32,4,-0.6%,i,35,0.0,1040,i,0.4
O=C(OCc1ccccc1F)c1cnc(Cl)c(Cl)c1,.,.,.,.,.,.,.,29,821,.,.,-0.5%,i,24,.,.,i,0.7
CCOc1ccc(-c2c(C(=O)N/N=C/c3ccc(O)cc3)nnn2-c2nonc2N)cc1,.,.,.,.,.,-0.21,1163,28,673,.,.,0.1%,i,28,-0.1,1421,i,1.0
COC(=O)c1[nH]c(C)c(/C(O)=C2\C(=O)C(=O)N(CCN(C)C)C2c2cccs2)c1C (stereo not drawn),i,2,1.1,0.9,6.0,-0.33,1582,.,.,-12,2,-0.3%,i,54,0.7,1291,i,2.4
Cc1nnc(NC(=O)CC(CN(C)S(=O)(=O)c2ccccc2)c2ccccc2)s1 (stereo not drawn),i,12,3.9,3.4,13,-0.22,937,.,.,5,-2,-0.2%,i,32,.,.,i,2.6
COc1cccc(C(=O)COC(=O)c2n[nH]c(=O)c3ccccc23)c1,i,4,2.9,3.0,5.6,-0.69,1227,26,679,1,-6,0.3%,i,66,1.1,1081,i,0.1
COc1ccc(C(=O)CN(Cc2ccccc2)C2=NCCS2)cc1,i,6,6.5,2.4,8.0,-0.97,1439,-4,684,-4,10,-0.7%,i,47,-2.0,1141,i,0.0
CCOc1cccc(C(=O)Nc2ccc(N3CCN(S(C)(=O)=O)CC3)cc2)c1,i,-9,2.1,1.6,2.7,-0.87,758,-1,782,-3,5,0.3%,i,56,.,.,i,1.0
CC1CCCN(S(=O)(=O)c2ccc3c(c2)n(C)c(=O)c(=O)n3C)C1 (stereo not drawn),.,.,.,.,.,0.69,984,1,664,.,.,0.1%,i,8,-1.7,1340,i,0.3
COc1ccc(OC)c(NC(=O)CSc2nnc(CNC(=O)c3cccs3)o2)c1,.,.,.,.,.,.,.,0,691,.,.,0.0%,i,13,.,.,i,0.8
O=c1c(Cc2ccccc2O)c(O)nc2n1CCCS2,i,-9,5.0,1.7,6.3,-0.89,1383,22,651,-3,9,0.3%,i,23,-2.1,1084,i,3.1
O=S(=O)(Nn1cnnc1)c1ccccc1Cl,i,-1,2.3,3.0,6.8,0.39,1534,-6,676,-3,-23,0.0%,i,34,0.4,1067,i,0.5
O=C(CSc1nnc(-c2ccccn2)n1Cc1ccccc1)NC1CCCC1,i,-7,3.1,1.5,7.3,-0.7,1064,.,.,0,11,.,i,69,-0.8,704,i,0.9
O=C(CCC(=O)OC(C(=O)c1ccccc1)c1ccccc1)Nc1ccccc1 (stereo not drawn),i,7,2.0,1.6,6.8,0.29,889,20,800,6,-1,1.3%,i,33,-4.7,1305,i,1.9
COc1ccc(OC)c(NC(=O)C(=O)NCc2ccncc2)c1,i,12,5.2,1.7,9.4,.,.,-7,649,-13,9,-0.4%,i,62,2.5,1149,i,0.4
NC(=O)C1CCN(c2ncccc2[N+](=O)[O-])CC1,i,-1,4.2,2.4,9.5,0.39,1409,-4,651,-2,-8,0.0%,i,26,3.0,1062,i,0.5
CCOC(=O)c1c(C(F)(F)F)cc(-c2ccc(F)cc2)nc1C,i,15,2.8,1.8,3.3,-0.31,1503,2,700,-7,-6,-0.3%,i,46,-3.2,1146,i,1.0
C(=N\Nc1nccc(-c2cccnc2)n1)/c1ccccc1,.,.,.,.,.,0.42,980,6,707,.,.,0.4%,i,37,-0.2,1331,i,0.3
CCOC(=O)C1CCN(c2ncnc3cc(OC)c(OC)cc23)CC1,.,.,.,.,.,.,.,0,663,.,.,0.1%,i,21,0.0,1315,i,0.9
CCOc1ccc(Cn2nnc(C(=O)NCc3ccccc3)c2N)cc1,i,-8,4.0,2.8,7.5,-1.5,1000,.,.,-1,-6,-1.0%,.,.,.,.,i,1.7
COc1ccc(/C=N/NC(=O)CNC(=O)c2ccncc2)cc1OC,.,.,.,.,.,.,.,-5,850,.,.,0.2%,i,24,.,.,i,0.4

# Single entries from the list:
# For T cell modulator vesicle-bound %, CCOC(=O)C1CCN(c2ncnc3cc(OC)c(OC)cc23)CC1 has 21
# For bCat nuc transl, NC(=O)C1CCN(c2ncccc2[N+](=O)[O-])CC1 has 3.0

# (continued)
SMILES,Autophagy mod,Autophagy mod cell loss 18 h,MT stabilizer,MT stabilizer Hoechst-high %,MT stabilizer cytotoxicity %,Insulin prom up,Insulin prom up cell count,Lipid droplet,Lipid droplet cells 6.5 µM,WT yeast gro inh,WT yeast gro inh mutant strain,West Nile antiviral,T cell modulator,T cell modulator vesicle-bound %,bCat nuc transl,bCat nuc transl cell count 5 µM,Myeloid diff 2,Myeloid diff 2 GFP+ MAC1+ %
COc1ccc(NC(=O)c2cc(-c3ccccc3)nc3c2c(C)nn3-c2ccccc2)c(OC)c1,i,1,3.2,5.2,2.3,0.18,1413,-7,758,-24,-2,0.6%,i,5,-5.8,548,i,0.4
COc1ccc(OC)c(N=c2ssnc2Cl)c1,i,3,3.8,1.4,11,-0.22,1550,.,.,1,5,1.7%,i,18,-0.3,1281,i,0.6
CS(=O)(=O)N(CC(=O)NC1CCCCC1)c1cccc(F)c1,i,-6,3.7,1.5,10,.,.,3,743,-13,-21,-1.3%,i,11,0.8,1502,i,0.4
O=C1c2ccccc2C(=O)N1S(=O)(=O)c1ccccc1,.,.,.,.,.,.,.,5,587,.,.,-0.1%,i,20,.,.,i,0.3
COc1ccc(OCc2cc(C(=O)N(C)Cc3cnccn3)no2)c(Cl)c1,.,.,.,.,.,.,.,-21,834,.,.,-0.2%,i,64,.,.,i,0.7
O=C(NNC(=O)C1CCN(S(=O)(=O)c2ccc(Cl)cc2)CC1)c1ccc(S(=O)(=O)N2CCCCC2)cc1,i,-5,3.2,3.3,10,.,.,0,593,-6,-8,-0.2%,i,17,0.3,947,i,0.2
COC(C(=O)Nc1cc([N+](=O)[O-])ccc1C)c1ccccc1 (stereo not drawn),i,9,3.0,2.5,0.5,-0.02,1604,-1,689,20,13,-0.4%,i,3,-4.6,1132,i,0.4
CN(CC(=O)Nc1ccccc1)CC(=O)Nc1ccc(F)cc1,.,.,.,.,.,.,.,-6,851,.,.,-0.2%,i,44,.,.,i,0.5
COc1cccc(CNC(=O)C2CCCN(S(=O)(=O)c3c(C)[nH]c(=O)[nH]c3=O)C2)c1 (stereo not drawn),i,-3,1.7,1.7,11,0.56,923,-6,797,9,13,0.0%,i,24,1.2,963,i,1.0
CC1CCCCC1NC(=O)C1CCN(S(=O)(=O)c2cccc3nonc23)CC1 (stereo not drawn),.,.,.,.,.,.,.,4,826,.,.,-0.5%,i,27,.,.,i,0.5
O=C1SC(c2ccccc2)=N/C1=C/c1ccco1,i,20,2.9,3.3,8.6,0.01,1392,.,.,2,13,-0.1%,i,40,-4.1,972,i,6.7
O=S(=O)(/N=C/c1c(O)ccc2ccccc12)c1cccs1,i,0,1.8,2.4,7.1,-0.25,883,3,814,-6,18,0.1%,i,55,.,.,.,.

# 3 entries out of the list above, ordered by the number in WT yeast gro inh mutant strain, falling:
molecule | MT stabilizer Hoechst-high % | WT yeast gro inh mutant strain | West Nile antiviral | T cell modulator | T cell modulator vesicle-bound % | Myeloid diff 2 GFP+ MAC1+ %
O=S(=O)(/N=C/c1c(O)ccc2ccccc12)c1cccs1 | 2.4 | 18 | 0.1% | i | 55 | .
COC(C(=O)Nc1cc([N+](=O)[O-])ccc1C)c1ccccc1 (stereo not drawn) | 2.5 | 13 | -0.4% | i | 3 | 0.4
O=C(NNC(=O)C1CCN(S(=O)(=O)c2ccc(Cl)cc2)CC1)c1ccc(S(=O)(=O)N2CCCCC2)cc1 | 3.3 | -8 | -0.2% | i | 17 | 0.2

# The results go on:
SMILES,Autophagy mod,Autophagy mod cell loss 18 h,MT stabilizer,MT stabilizer Hoechst-high %,MT stabilizer cytotoxicity %,Insulin prom up,Insulin prom up cell count,Lipid droplet,Lipid droplet cells 6.5 µM,WT yeast gro inh,WT yeast gro inh mutant strain,West Nile antiviral,T cell modulator,T cell modulator vesicle-bound %,bCat nuc transl,bCat nuc transl cell count 5 µM,Myeloid diff 2,Myeloid diff 2 GFP+ MAC1+ %
Oc1ccc(N2CCN(c3nc(-c4cccs4)nc4ccccc34)CC2)cc1,.,.,.,.,.,-1.1,1021,-3,674,.,.,0.1%,i,16,-0.2,1272,i,0.1
Cc1nnn(C23CC4CC(CC(CC(=O)Nc5cccc(F)c5)(C4)C2)C3)n1,i,10,4.7,1.2,4.1,-0.07,1594,6,677,9,3,-1.4%,i,26,-2.0,983,i,0.3
O=C(COC(=O)c1cc(=O)[nH]c2ccccc12)c1ccc(Br)cc1,.,.,.,.,.,0.54,851,42,697,.,.,0.4%,i,34,1.1,1325,i,0.3
CCNc1nc(NC(C)(C)C)nc(N2CCCCC2)n1,i,3,2.0,1.0,5.7,-1.1,934,-9,629,78*,71*,-0.3%,i,62,0.6,1479,i,0.2
CC(C)CC(NS(=O)(=O)c1ccc2c(c1)oc(=O)n2C)C(=O)NC1CCCc2ccccc21 (stereo not drawn),i,-2,7.9,2.4,5.1,0.53,1009,.,.,-2,-2,.,i,34,-6.5,1105,i,4.3
Cc1ccc(NC(=O)CSc2nnc(-c3n[nH]c4ccccc34)n2-c2ccccc2)c(C)c1,i,20,2.5,2.8,12,-0.63,1378,0,681,11,14,0.4%,i,22,-0.3,1045,i,2.3
